# From PubChem
# T cruzi growth: T. cruzi intracellular proliferation inhibitors, primary screen, cell-based, beta-gal Tulahuen parasites, NIH3T3 host, luminescence; T. cruzi beta-gal in NIH3T3, GalScreen luminescence, 90 h; 5.9% of 77,000 active; AID 624255, 2012; inhibition, % at 8.34 µM;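 active means mean inhibition above about 93%, with at least 55% of replicates each passing it, limit read from the data, passing the limit was not always enough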
# Pf Dd2 growth: P. falciparum Dd2 growth inhibitors, primary screen, SYBR Green fluorescence, single dose replicates | 72 h; active compounds read low | activity change, % at 10 µM | 2.3% of 94,000 active; in the data active means activity change below about -80%
# C diff HTS: C. difficile growth inhibitors, primary screen, HTS. 0.25% of 86,000 active. growth activity, negative = inhibition, % at 16 µg/mL (by protocol). Clostridium difficile clinical isolate growth, OD600, 24 h; active compounds read low;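 active means mean growth activity at or below -80% and every replicate also at or below -80%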;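 further: 0% = DMSO wells and -100% = levofloxacin 16 µg/mL wells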
# KDM4C inh: inhibitors of GASC-1 (KDM4C) histone demethylase, primary screen, biochemical, single concentration HTS; Lysine-specific demethylase 4C (Homo sapiens), Q9H3R0; GST-KDM4C 2-372, H3K9me3 peptide, LANCE TR-FRET; inhibition, % at 12.5 µM; 0.15% of 96,000 active; AID 720574, 2013;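 active means mean replicate inhibition above about 25%, with at least 55% of replicates also reaching it, limit read from the data, passing the limit was not always enough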
# Target sequence (Q9H3R0 2-372 limits assumed): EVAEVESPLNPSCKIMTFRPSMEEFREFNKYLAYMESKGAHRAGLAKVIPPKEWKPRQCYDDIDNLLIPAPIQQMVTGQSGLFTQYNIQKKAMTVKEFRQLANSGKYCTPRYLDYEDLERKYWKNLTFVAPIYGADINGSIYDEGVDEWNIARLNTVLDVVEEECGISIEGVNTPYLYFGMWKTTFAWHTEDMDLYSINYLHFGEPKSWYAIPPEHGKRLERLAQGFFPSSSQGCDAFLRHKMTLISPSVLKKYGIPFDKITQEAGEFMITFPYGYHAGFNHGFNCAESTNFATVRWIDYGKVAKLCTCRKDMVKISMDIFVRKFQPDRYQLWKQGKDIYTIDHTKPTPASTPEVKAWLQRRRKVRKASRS
#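 System: N-terminal GST-fused human GASC-1 (KDM4C) fragment, residues 2-372 / Amount: 10 nM GST-KDM4C in enzyme reaction / Also added: H3K9me3 peptide with Fe(II)/2OG / Times: 30 min demethylation and 1 h detection at room temperature / Signal: LANCE TR-FRET / Read-out basis: Fall in 671/618 emission ratio as inhibition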
# * = called active by the depositor; x = no result given; & = joins results of further samples.
SMILES,T cruzi growth,Pf Dd2 growth,C diff HTS,KDM4C inh
CNC[C@H]1Oc2c(NC(=O)NC3CCCCC3)cccc2C(=O)N([C@H](C)CO)C[C@H]1C,0.8,3.9,-7.2,1.0
C[C@@H]1CN([C@H](C)CO)C(=O)c2cc(NC(=O)CCCCCC(=O)Nc3ccccc3N)ccc2O[C@@H]1CN(C)Cc1ccc(Oc2ccccc2)cc1,x,-60.2,19.8,11.4
CO[C@@H]1CN(C)C(=O)c2ccc(NC(=O)NC(C)C)cc2OC[C@H](C)N(Cc2ccccn2)C[C@@H]1C,34.5,-15.7,x,8.3
C[C@@H]1CN([C@@H](C)CO)C(=O)Cc2cc(NC(=O)Cc3cn(C)c4ccccc34)ccc2O[C@@H]1CN(C)S(=O)(=O)c1cn(C)cn1,-24.5,-5.9,-0.7,-0.7
CCC(=O)Nc1ccc2c(c1)C(=O)N(C)[C@H]1CC[C@H](CC(=O)NCCc3ccccc3)O[C@H]1CO2,-23.7,4.3,2.3,2.2
O=C(c1ccccc1)N1C[C@H]2[C@@H](c3ccccc31)[C@H](CO)N2C(=O)CN1CCOCC1,10.1,0.6,3.4,-0.5
COc1ccccc1CNC(=O)C[C@@H]1CC[C@@H]2[C@H](COC[C@H](O)CN2C(=O)Nc2ccc(Cl)cc2)O1,-14.6,3.7,x,-0.9
C[C@@H]1CN([C@H](C)CO)C(=O)c2cc(NC(=O)Cc3ccccc3)ccc2O[C@@H](C)CCCCO[C@@H]1CN(C)CC1CCCCC1,84.8,-51.1,7.4,2.3
COc1ccc(-c2ccccc2[C@@H]2[C@@H](CO)N(C(=O)C3CCC3)[C@H]2C#N)cc1,x,4.7,-0.1,-1.2
COc1ccc2c3c([nH]c2c1)[C@@H](CO)N(Cc1nccs1)CC31CN(Cc2nccs2)C1,x,-36.7,6.2,-0.5
COc1cccc(-c2ccc3c(c2)[C@H]2[C@H](CCN2S(=O)(=O)c2ccc(F)cc2)[C@@H](CO)N3C)c1,87.8,-4.3,3.4,-3.7
C[C@H]1CN([C@@H](C)CO)S(=O)(=O)c2ccc(C#CCC3CCCC3)cc2O[C@H]1CN(C)C,-19.8,-60.4,17.2,x
CCCN1C[C@H](C)[C@@H](OC)CN(C)C(=O)c2ccc(NC(=O)c3cccc(F)c3)cc2OC[C@H]1C,65.4,-35.3,x,-0.9
C[C@@H]1CCCCO[C@@H](CN(C)Cc2ccncc2)[C@@H](C)CN([C@H](C)CO)C(=O)c2cc(NS(=O)(=O)c3ccc(F)cc3)ccc2O1,x,-9.3,2.8,1.4
CC(C)CC#Cc1ccc2c(c1)O[C@@H](CN(C)S(=O)(=O)c1ccc(F)cc1)[C@@H](C)CN([C@@H](C)CO)S2(=O)=O,x,-52.7,6.0,0.9
Cc1noc(C)c1S(=O)(=O)N(C)C[C@H]1OCCCC[C@@H](C)Oc2ccc(NC(=O)c3ccccc3)cc2C(=O)N([C@H](C)CO)C[C@@H]1C,39.7,-35.9,10.8,-6.2
C[C@@H]1CCCCO[C@H](CN(C)CC2CCCCC2)[C@H](C)CN([C@@H](C)CO)C(=O)c2cc(NC(=O)Nc3ccc(F)cc3)ccc2O1,119.6*,-79.8,-1.4,0.2
Cc1noc(C)c1NC(=O)Nc1ccc2c(c1)C(=O)N(C)[C@@H]1CC[C@@H](CC(=O)NCc3ccc(Cl)cc3)O[C@@H]1CO2,-3.1,x,-3.0,4.6
O=C(C[C@@H]1C=C[C@H](NC(=O)Nc2cc(F)ccc2F)[C@H](CO)O1)NCCCN1CCOCC1,-67.3,6.1,x,8.7
CN(C)c1ccc2c(c1)[C@@H]1C[C@@H](CC(=O)N3CCCCC3)O[C@H](CO)[C@@H]1O2,x,8.6,0.2,24.4
CO[C@@H]1CN(C)C(=O)c2ccc(NC(=O)Nc3c(C)noc3C)cc2OC[C@H](C)N(C)C[C@H]1C,-12.6,9.7,x,-0.9
CN1C[C@@H](O)COC[C@H]2O[C@@H](CC(=O)NC3CCC3)CC[C@@H]21,-24.6,8.0,-2.7&-3.4,-0.4
C[C@@H]1CN([C@H](C)CO)C(=O)c2cc(C#CC3(O)CCCC3)cnc2O[C@H]1CN(C)Cc1cncnc1,-33.3,15.6,-2.0,0.6
C[C@H](CO)N1C[C@H](C)[C@@H](CN(C)C(=O)CC2CC2)Oc2cc(C#CC(C)(C)O)ccc2S1(=O)=O,30.6,-6.3,-0.1,1.0
COc1ccc2c3c(n(C)c2c1)[C@@H](CO)N(C(=O)CN1CCOCC1)CC31CN(Cc2ccncc2)C1,x,19.7,-2.6,2.4
CO[C@@H]1CN(C)C(=O)c2cc(NS(=O)(=O)c3ccc(C)cc3)ccc2OC[C@@H](C)N(C)C[C@H]1C,-41.6,13.2,-0.8,2.0
COCC(=O)N1CCC2(CC1)CN(Cc1cccc(OC)c1)[C@@H](CO)c1[nH]c3cc(OC)ccc3c12,x,-91.6*,3.4,0.1
Cc1ccc(S(=O)(=O)N[C@H]2C=C[C@H](CC(=O)NCc3ccccc3F)O[C@H]2CO)cc1,-18.0,-9.8,x,0.0
O=C(c1ccccc1F)N1CC2(C1)[C@H](c1ccccc1)[C@@H](CO)N2CC1CCOCC1,x,3.3,-4.9,-1.2
O=C(c1cccnc1)N1CCCCN2[C@H](CO)[C@@H](c3ccc(C#Cc4cccnc4)cc3)[C@H]2C1,19.1,22.2,-4.2,0.0
O=C(Nc1cc(F)ccc1F)N1CC(=O)N2[C@H](CO)[C@@H](c3ccc(C#CC4CCCC4)cc3)[C@H]2C1,x,-24.1,-9.9,0.4
COc1ccccc1NC(=O)Nc1ccc2c(c1)C(=O)N(C)C[C@@H](OC)[C@H](C)CN(C)[C@@H](C)CO2,-34.9,8.2,x,2.3
Cc1noc(C)c1NC(=O)N(C)C[C@@H]1Oc2ccc(NC(=O)CCCCCC(=O)Nc3ccccc3N)cc2C(=O)N([C@H](C)CO)C[C@H]1C,x,55.2,-2.0,-0.1
COc1ccc2c3c([nH]c2c1)[C@@H](CO)N(Cc1ccncc1)CC31CCN(CC2CCOCC2)CC1,x,-50.7,5.2,4.7
CCNC(=O)C[C@H]1CC[C@@H](NS(=O)(=O)c2ccc(F)cc2)[C@H](CO)O1,x,-6.6,0.4,0.7
COCC(=O)N1CCC2(CC1)CN(Cc1ccccn1)[C@H](CO)c1[nH]c3cc(OC)ccc3c12,x,-8.8,-2.8,-0.1
CCCNC(=O)N1CC2(C1)CN(C(=O)Nc1ccc(F)cc1)[C@H](CO)c1[nH]c3cc(OC)ccc3c12,x,-20.7,1.5,-0.6
C[C@H](CO)N1C[C@H](C)[C@H](CN(C)Cc2ccc(Cl)c(Cl)c2)OCCCC[C@H](C)Oc2ccc(NC(=O)NC3CCCCC3)cc2C1=O,86.3,-14.4,-2.2,1.0
COc1ccc(S(=O)(=O)Nc2ccc3c(c2)CC(=O)N([C@H](C)CO)C[C@@H](C)[C@@H](CN(C)S(=O)(=O)c2ccc(OC)cc2)O3)cc1,55.3,-32.2,2.5,1.0
COc1ccc2c3c(n(C)c2c1)[C@@H](CO)N(C(=O)CC1CC1)CC31CCN(Cc2ccncc2)CC1,x,-48.4,2.8,-0.5
N#C[C@@H]1[C@H](c2ccccc2-c2cccc(F)c2)[C@@H](CO)N1C(=O)C1CC1,x,-6.6,-2.7,1.2
COc1ccc(C#Cc2ccc([C@@H]3[C@@H](CO)N4CCCCN(C(=O)Nc5ccccc5F)C[C@@H]34)cc2)cc1,126.8*,-90.8*,-3.9,-1.3
C[C@@H]1CN([C@H](C)CO)C(=O)c2cc(NC(=O)c3ccccc3)ccc2O[C@@H](C)CCCCO[C@@H]1CN(C)C(=O)c1ccccc1,71.4,-45.3,1.5,0.8
CN(C)C(=O)c1cccc(-c2ccccc2[C@H]2[C@@H](CO)N(C(=O)C3CC3)[C@H]2C#N)c1,x,-14.0,2.1,0.9
COc1ccccc1NC(=O)N1CCCCN2[C@H](CO)[C@H](c3ccc(-c4ccc(C)cc4)cc3)[C@@H]2C1,87.2,-11.1,-4.7,-0.7
C[C@@H]1CN([C@@H](C)CO)C(=O)c2cc(C#Cc3ccccc3)cnc2O[C@@H]1CN(C)CC1CCOCC1,31.4,-22.2,11.1,-0.5
CN1CCN(C(=O)C[C@@H]2CC[C@H]3[C@@H](COC[C@H](O)CN3CC3CCCCC3)O2)CC1,-60.8,-27.7,x,x
CCCNC(=O)N1C[C@H]2[C@@H](c3ccccc31)[C@@H](CO)N2C(=O)CN1CCOCC1,-1.2,14.6,-0.3,-0.1
CNC[C@H]1Oc2c(NC(=O)C3CC3)cccc2C(=O)N([C@H](C)CO)C[C@H]1C,-10.0,38.8,-2.6,1.8
C[C@H](CO)N1C[C@H](C)[C@@H](CN(C)S(=O)(=O)c2cccs2)Oc2c(NC(=O)NC3CCCCC3)cccc2C1=O,-135.6,-28.3,-1.4,-0.7

# The listing continues.
SMILES,T cruzi growth,Pf Dd2 growth,C diff HTS,KDM4C inh
C/C=C/c1ccc([C@@H]2[C@H]3CN(C(=O)Nc4ccc(OC)cc4)CCCCN3[C@H]2CO)cc1,68.9,-71.7,0.7,2.2
COc1cccc(NC(=O)N2CC(=O)N3[C@H](CO)[C@@H](c4ccc(C5=CCCCC5)cc4)[C@H]3C2)c1,x,4.1,-10.0,0.4
C[C@@H]1CN([C@H](C)CO)C(=O)c2cccc(NC(=O)c3ccc(-c4nccs4)cc3)c2O[C@@H]1CN(C)Cc1ccc(-c2ccccc2)cc1,36.3,-65.1,55.7,-4.4
COc1ccccc1NC(=O)N(C)C[C@@H]1OCc2ccccc2-c2ccccc2C(=O)N([C@@H](C)CO)C[C@H]1C,43.7,-85.6*,-3.6,3.5
C[C@@H]1CCCCO[C@@H](CN(C)C(=O)CCC(F)(F)F)[C@H](C)CN([C@@H](C)CO)C(=O)c2cc(NC(=O)CCC(F)(F)F)ccc2O1,x,-3.7,1.0,-0.3
C[C@@H]1CN([C@@H](C)CO)C(=O)c2cc(NS(=O)(=O)c3cccs3)ccc2O[C@@H](C)CCCCO[C@@H]1CN(C)C(=O)CCC(F)(F)F,5.4,-9.3,-2.7,4.9
COc1cccc(C#Cc2cnc3c(c2)C(=O)N([C@H](C)CO)C[C@@H](C)[C@@H](CN(C)C(=O)C2CCCCC2)O3)c1,89.6,-61.6,-6.5,-0.7
C[C@@H]1CCCCO[C@H](CN(C)Cc2ccc(C(=O)O)cc2)[C@@H](C)CN([C@H](C)CO)C(=O)c2cc(NC(=O)Nc3cccc4ccccc34)ccc2O1,3.3,64.7,-6.3,-0.1
OC[C@@H]1[C@@H](c2ccc(C#Cc3ccccc3)cc2)[C@H]2CN(CC3CCOCC3)CCCCN12,75.9,-66.3,13.7,-1.8
N#C[C@@H]1[C@@H](c2ccccc2-c2cccc(F)c2)[C@@H](CO)N1C(=O)C1CCC1,x,-17.4,-15.4,3.6
CCNC(=O)C[C@H]1CC[C@@H]2[C@@H](COc3ccc(NS(C)(=O)=O)cc3C(=O)N2C)O1,-14.6,28.6,-2.6,-0.6
C[C@@H]1CCCCO[C@@H](CN(C)Cc2ccc(C(F)(F)F)cc2)[C@H](C)CN([C@H](C)CO)C(=O)c2cc(NC(=O)Nc3ccc(F)cc3)ccc2O1,110.1*,9.2,x,-0.1
COc1ccccc1S(=O)(=O)N[C@@H]1CC[C@H](CC(=O)N2CCN(C)CC2)O[C@@H]1CO,-19.7,0.8,x,0.4
CCC(=O)N1[C@@H](CO)[C@@H](c2ccccc2)C12CN(C(=O)c1ccc(F)cc1)C2,x,41.8,-3.0,-1.6
C[C@@H]1CCCCO[C@@H](CN(C)CC2CCCCC2)[C@@H](C)CN([C@H](C)CO)C(=O)c2cc(NC(=O)Nc3ccc4c(c3)OCO4)ccc2O1,93.6,-70.5,9.4,x
C[C@@H]1CN([C@@H](C)CO)C(=O)c2cccc(NS(=O)(=O)c3cn(C)cn3)c2O[C@H]1CN(C)C(=O)Nc1ccccc1,34.4,5.0,1.0,-1.6
C[C@H](O)C#Cc1cnc2c(c1)C(=O)N([C@@H](C)CO)C[C@@H](C)[C@@H](CN(C)C(=O)CN(C)C)O2,37.6,29.3,-1.9,0.6
CCCC#Cc1ccc2c(c1)O[C@H](CN(C)C(=O)C1CC1)[C@@H](C)CN([C@@H](C)CO)S2(=O)=O,86.1,-26.8,-4.4,5.0

# A draw from above in order of number of heavy atoms, descending.
SMILES,T cruzi growth,Pf Dd2 growth,C diff HTS,KDM4C inh
C[C@@H]1CCCCO[C@H](CN(C)CC2CCCCC2)[C@H](C)CN([C@@H](C)CO)C(=O)c2cc(NC(=O)Nc3ccc(F)cc3)ccc2O1,119.6*,-79.8,-1.4,0.2
C[C@H](CO)N1C[C@H](C)[C@@H](CN(C)S(=O)(=O)c2cccs2)Oc2c(NC(=O)NC3CCCCC3)cccc2C1=O,-135.6,-28.3,-1.4,-0.7
COCC(=O)N1CCC2(CC1)CN(Cc1cccc(OC)c1)[C@@H](CO)c1[nH]c3cc(OC)ccc3c12,x,-91.6*,3.4,0.1
COc1ccc2c3c([nH]c2c1)[C@@H](CO)N(Cc1nccs1)CC31CN(Cc2nccs2)C1,x,-36.7,6.2,-0.5

# Compounds were not picked by outcome (roughly 7% active in at least one column).
